# Screening results from PubChem.
# NSD2 HMT inh – NSD2 (human) methyltransferase inhibition. actives 0.54% (n = 310,000). inhibition, % at 12.5 µM. AID 743445. NSD2 peptide methylation, AlphaScreen, 120 min; in the data active = inhibition above about 50%
# The depositor's hits bear a star. These rows are one share of the data; rates above refer to the full screens.
# The first three compounds (preview)
SMILES | NSD2 HMT inh
CSc1ccc(OC2(C)CCN(Cc3ccc4c(c3)OCCO4)C2)cc1 (stereo not drawn) | 8
COc1ccc(NC(=O)Cn2nnc(-c3ccccc3)c2COc2ccc(C(C)=O)cc2)cn1 | 1
O=C(NCC(c1ccco1)N1CCCCC1)c1ccc([N+](=O)[O-])s1 (stereo not drawn) | 2

# The listing (from the top)
SMILES | NSD2 HMT inh
CSc1ccc(OC2(C)CCN(Cc3ccc4c(c3)OCCO4)C2)cc1 (stereo not drawn) | 8
COc1ccc(NC(=O)Cn2nnc(-c3ccccc3)c2COc2ccc(C(C)=O)cc2)cn1 | 1
O=C(NCC(c1ccco1)N1CCCCC1)c1ccc([N+](=O)[O-])s1 (stereo not drawn) | 2
CCCCN(C=O)c1c(CC)nc2ccc(C(=O)NCCCN3CCCC3=O)cn12 | 0
COC(=O)c1cc(C)nc(Nc2nc(C(N)Cc3ccc(Cl)cc3)cs2)n1 (stereo not drawn) | 2
Cn1c(=O)c2[nH]c(SCC(=O)NCCc3cccc(F)c3)nc2n(C)c1=O | -1
O=C(CSc1ccccn1)NC1CCCC1 | 4
COc1ccccc1N1CCN(C(=O)CSc2nnc3c4ccccc4nc(Cc4ccccc4)n23)CC1 | -5
Cc1ccc(NC(=S)NNC(=O)CSc2nc3sc4c(c3c(=O)n2-c2ccccc2)CCCC4)cc1 | 0
O=C(NCc1cccnc1)c1ccc(-c2ccc(F)c(F)c2)c2ccoc12 | -4
CCCOc1ccc(F)cc1-c1cc(C(=O)NCc2cccc(C(F)(F)F)c2)[nH]n1 | -1
CCCCNC(=O)N1CCC(c2nc3ccc(Cl)cc3[nH]2)CC1 | -3
O=C(CSc1nnc(COc2ccccc2)n1-c1ccccc1)Nc1ccc2c(c1)OCCO2 | -1
COc1ccc(C(O)c2ncc(-c3cccc(OC)c3)[nH]2)cc1 (stereo not drawn) | 3
COC(=O)[C@@]1(OC(C)=O)CC(OC(C)=O)[C@H](OC(C)=O)[C@H](OC(C)=O)C1Br (stereo partly drawn) | -3

# Quoted from the listing, five compounds:
SMILES | NSD2 HMT inh
CSc1ccc(OC2(C)CCN(Cc3ccc4c(c3)OCCO4)C2)cc1 (stereo not drawn) | 8
COc1ccc(NC(=O)Cn2nnc(-c3ccccc3)c2COc2ccc(C(C)=O)cc2)cn1 | 1
O=C(NCC(c1ccco1)N1CCCCC1)c1ccc([N+](=O)[O-])s1 (stereo not drawn) | 2
CCCCN(C=O)c1c(CC)nc2ccc(C(=O)NCCCN3CCCC3=O)cn12 | 0
COC(=O)c1cc(C)nc(Nc2nc(C(N)Cc3ccc(Cl)cc3)cs2)n1 (stereo not drawn) | 2

# (continued)
SMILES | NSD2 HMT inh
Cn1c(SCC(=O)Nc2ccc(S(=O)(=O)Nc3nccs3)cc2)nc2sc3c(c2c1=O)CCCC3 | 0
O=C(NCC1CC1)c1ccc(-c2cn[nH]c2)c2ccoc12 | -2
CCc1nc2ccc(C(=O)Nc3cccc(OC)c3)cn2c1N(CC)CCN(C)C | 5
CCOC(=O)c1c(-c2ccc(Br)cc2)csc1/N=C/C1C(=O)CC(C)(C)CC1=O | -1
O=C(NC(c1ccc(Cl)cc1)c1cnccn1)C1CCN(CCCc2ccccc2)CC1 (stereo not drawn) | 0
COc1ccc(NC(=O)c2cc(C3CCCCN3C(=O)c3cc(C(C)(C)C)nn3C)on2)c(C)c1 (stereo not drawn) | 0
COCCCNC(=O)c1ccc(-c2c(C)noc2C)c2ccoc12 | -1
CN1CCN(C(=O)c2cccc(-c3cccc4nccn34)c2)CC1 | -1
CCOC(=O)N1CCN(Cc2cc(Cl)c3cccnc3c2O)CC1 | -3
CSc1ccccc1CNc1nc(NCC2CC2)nc2ccsc12 | 3
CCc1nc2ccc(C(=O)Nc3cccc(NS(C)(=O)=O)c3)cn2c1N(C)CCN1CCOCC1 | -5
CCC(C)CNC(=O)c1cn(C(C)c2ccccc2)nn1 (stereo not drawn) | 14
OCCCNc1ncnc2c1ncn2[C@H]1CN(Cc2ccc(-c3ccccc3)cc2)C[C@@H](CO)O1 | 5
CC1(Oc2ccccc2)CCN(Cc2csc3ccccc23)C1 (stereo not drawn) | 0
CC(C)NC(=O)c1ccc2sc([C@H]3C[C@H](O)[C@@H](CO)O3)nc2c1 | 1
Cc1cc(NS(=O)(=O)c2ccc(NC(=O)CSc3nnc(-c4ccncc4)n3Cc3ccco3)cc2)nc(C)n1 | 56*
Cc1ccnc(NC(=O)c2cccc(NC(=O)c3ccccc3Cl)c2)c1 | -1
COc1ccc(NC(=O)NCCCN2CCN(c3ccc(F)cc3)CC2)cc1OC | 1
COC(=O)c1ccc(CN2C(=O)[C@]3(OCCC=C[C@H]3C)c3ccccc32)cc1 | -3
CC(=O)Nc1cccc(-c2ccnc3c2CC(C(=O)Nc2cccc(NS(C)(=O)=O)c2)O3)c1 (stereo not drawn) | 0
CCCCNC(=O)C1(C)CCCCN1C(=O)c1cc(-c2ccccc2)cs1 (stereo not drawn) | 1
CC(OC(=O)c1ccc2ncsc2c1)C(=O)N1CCCC1 (stereo not drawn) | 5
CCc1nnc(NC(=O)C2CCCC2)s1 | -2
CCn1c(CCl)nc2cc(S(=O)(=O)N3CCOCC3)ccc21 | 0
CCCN1C(=O)c2n[nH]c(C)c2C1c1ccc(Br)cc1 (stereo not drawn) | -3
CC1(C(=O)NCc2ccco2)Cc2c(-c3ccccc3)ccnc2O1 (stereo not drawn) | 4
O=C1NC(=O)C2C3C=CC(C12)C1C(=O)NC(=O)C31 (stereo not drawn) | -1
COC(=O)c1cn(NC(=O)/C=C/c2cccc(OC)c2OC)c(=O)c2ccccc12 | -4
CCCN1C(=O)/C(=C\C=C2/Sc3ccccc3N2CC)SC1=S | -1
COc1ccc(CC(=O)N2CCC(C)(C(=O)NS(=O)(=O)C3CC3)C2)cc1OC (stereo not drawn) | -2
COC(=O)c1cc(=O)c2c(ccc3oc(=O)ccc32)[nH]1 | 0
COc1ccc(OC)c(C(O)c2ncc(-c3cccc4ccccc34)[nH]2)c1 (stereo not drawn) | 6
O=C(Nc1cccc(OC(F)(F)F)c1)C1Cc2c(-c3ccccc3Oc3ccccc3)ccnc2O1 (stereo not drawn) | -1
COCCN1C[C@@H](CO)O[C@@H](n2cnc3c(NCCO)ncnc32)C1 | 1
CC(=O)Nc1ccc(-c2ccnc3c2CC(C)(C(=O)NCCN(C)C)O3)cc1 (stereo not drawn) | 2
OC[C@@H]1CN(CCN2CCOCC2)C[C@H](n2cnc3c(NC4CCC4)ncnc32)O1 | 6
Cc1cc(C)n(-c2nc(NCC3CCCO3)c3c4c(sc3n2)COC(C)(C)C4)n1 (stereo not drawn) | -1
O=C(Nc1nc2ccccc2s1)c1cccs1 | -12
CCc1nc2c(OCCC3CCCCC3)cccn2c1N(C=O)Cc1ccccc1 | 0
CC1CCN(CCCNC(=O)c2ccc(Cn3c(=S)[nH]c4ccc(Br)cc4c3=O)cc2)CC1 | 7
COCCNC(=O)C1(C)CCN(C(=O)/C=C/c2ccccc2)C1 (stereo not drawn) | -2
CCCCN(C(C)=O)c1c(CC)nc2ccc(C(=O)Nc3cccc(OCC(=O)N(C)C)c3)cn12 | -3
COC(=O)[C@@]12CCCCC3=C1N(CCC3)C(=O)[C@H]2CC(=O)NCc1ccc(OC)c(OC)c1 | 0
CCOc1ccc(-c2c(=O)n(OCc3ccc([N+](=O)[O-])cc3)c3ccccc3[n+]2[O-])cc1 | 0
CCCS(=O)(=O)NC(=O)C1(C)CCN(C(=O)c2ccccc2F)C1 (stereo not drawn) | -4
COc1ccccc1CNC(=O)c1cc(-c2cc(F)ccc2OC)n[nH]1 | 5
CC(C)CNC(=O)C1(C)CCCN1C(=O)c1c(Cl)cccc1Cl (stereo not drawn) | 32
CCOC(=O)C1=C(C(=O)OCC)C2N(Cc3ccccc3)c3ccccc3[C@@]23C[C@@H](C(=O)OC)N(S(=O)(=O)c2ccc(C(F)(F)F)cc2)C3=N1 (stereo partly drawn) | -1
COC(=O)N1C2CCCCC2=NN(c2ccccc2)N1C(=O)OC (stereo not drawn) | -1
CCOC(=O)C1CCCN(C(=O)c2sc(-c3ccccc3)nc2C)CC1 (stereo not drawn) | -1
COc1cc(F)ccc1-c1csc(C(O)c2ccc(F)c(F)c2)n1 (stereo not drawn) | -2
COc1ccc(-c2cnc3c(NC(C)=O)cc(-c4cccc(C(=O)NCCO)c4)cn23)cc1OC | 15
COC(=O)N1C(=O)[C@@](c2ccc(Cl)cc2)(C(C)C)N1C(=O)OC | 12
COc1ccccc1CNc1nc(NCc2ccccc2SC)c2sccc2n1 | 0
CC(=O)c1ccc2c(c1)N(Cc1ccccc1Cl)C(=O)C(C)S2 (stereo not drawn) | -2
Cc1nc2ccc(C(=O)Nc3ccc4c(c3)OCC(=O)N4)cn2c1N(C)C(=O)CCc1ccccc1 | 0
CC(C)(C)c1ccc(S(=O)(=O)NC(=O)C2(C)CCN2C(=O)CC2CCCCC2)cc1 (stereo not drawn) | -1
Cc1ccc(-c2cc(-c3nnc(SCC(=O)N4CCOCC4)n3N)[nH]n2)cc1 | -9
COc1ccc(C(=O)CSc2nnc(-c3cccnc3)n2-c2ccc(C)cc2)cc1 | -1
CC(=O)NCCNc1nc2cc(-c3cnn(CCC(C)C)c3)sc2c(=O)n1C | -2

# A different layout for two compounds above:
> Cc1ccc(NC(=S)NNC(=O)CSc2nc3sc4c(c3c(=O)n2-c2ccccc2)CCCC4)cc1
  NSD2 HMT inh: 0
> Cc1cc(NS(=O)(=O)c2ccc(NC(=O)CSc3nnc(-c4ccncc4)n3Cc3ccco3)cc2)nc(C)n1
  NSD2 HMT inh: 56*

# Further entries.
SMILES | NSD2 HMT inh
COc1ccc(C(C)(NC(C)=O)c2nc(-c3ccncc3)cs2)cc1 (stereo not drawn) | 0
CCc1nc2ccc(C(=O)Nc3cccc(OC)c3)cn2c1N(CCC(C)C)CCN(C)C | 11
COCOc1cccc(CN2CCC(C)(Oc3cccc(C#N)c3)C2)c1 (stereo not drawn) | -2
Cc1ccc(C)c(C(O)c2ncc(-c3cccc4ccccc34)[nH]2)c1 (stereo not drawn) | 6
COc1cccc(C2NC(=O)NC(C)=C2C(=O)Nc2ccccc2C)c1 (stereo not drawn) | 0
CC1(C)CC(N2CCOCC2)=CC(=S)N1 | 5
Cc1cc(C)cc(NC(=O)CSc2ncc(S(=O)(=O)c3ccccc3)c(=O)[nH]2)c1 | 3
O=C1c2cccn2CC2Cc3ccccc3N12 (stereo not drawn) | 1
Nn1c(SCC(=O)Nc2ccc(OCc3ccccc3)cc2)nnc1-c1cc(-c2ccccc2)n[nH]1 | -3
Cc1ccc(-n2c(SCC(=O)Nc3ccc4c(c3)OCCO4)nnc2-c2cnccn2)cc1 | -1
CC(C)Nc1ncnc2c1ncn2[C@H]1CN(Cc2ccc3c(c2)OCO3)C[C@@H](CO)O1 | -6
COc1ccc(CCC(=O)Nc2sccc2C#N)cc1 | 8
CCc1nc2ccc(C(=O)Nc3cccc(OCC(=O)N(C)C)c3)cn2c1N(CC)CCN(C)C | 2
Nc1ccn(C[C@@H](CO)OCP(=O)(O)O)c(=O)n1 | -2
CCOc1ccc(-n2c(SCC(=O)Nc3cccc4ccccc34)nnc2-c2ccncc2)cc1 | 2
COc1cc2c(cc1OC)C(c1ccccc1[N+](=O)[O-])=NCC2 | 17
CNc1cncc(-c2c(OC)cccc2OC)n1 | 1
CCCCC(=O)N(C)c1c(CC)nc2c(OCC(=O)c3ccc(F)cc3)cccn12 | -1
COc1nccnc1NS(=O)(=O)c1ccc(N=Cc2c(C)[nH]n(-c3ccc(Cl)cc3)c2=O)cc1 | 4
COCCNC(=O)C1(C)CCCN(Cc2csc(-c3ccc(Cl)cc3)n2)C1 (stereo not drawn) | 4
CCc1nc2ccc(C(=O)NCc3ccc(OC)cc3)cn2c1N(C)Cc1ccc(OC)cc1 | 1
CC(=O)Nc1ccc(CN(C)c2c(C)nc3ccc(C(=O)N(C)Cc4ccco4)cn23)cc1 | 1
O=C(NCC1CCCCC1)c1ccc2sc([C@H]3C[C@H](O)[C@@H](CO)O3)nc2c1 | 0
Cc1cc(C(=O)N2CCCC(C)(C(=O)NS(=O)(=O)C3CC3)C2)n(C(C)(C)C)n1 (stereo not drawn) | 5
Cc1ccsc1C(=O)N1CCCC(C)(C(=O)NS(=O)(=O)C2CC2)C1 (stereo not drawn) | -2
CN1CCC(NC(=O)C2(C)CCN2Cc2ccc3ccccc3c2)CC1 (stereo not drawn) | 1
CCCCNC(=O)C1(C)CCCCN1C(=O)c1c(Cl)cccc1Cl (stereo not drawn) | -3
CC(=O)c1ccc(-c2cnc3c(NC=O)cc(-c4ccc(N5CCN(C)CC5)cc4)cn23)cc1 | 0
CCOC(=O)C1(C)CCCN1C(=O)c1cccc(F)c1 (stereo not drawn) | 59*
CC(C)N1CCC1(C)C(=O)Nc1nccc2cccnc12 (stereo not drawn) | 0
COc1ccc(CN2C(=O)Cc3c2nc(N)c2c(N)nc(N4CCCCC4)c(C#N)c32)cc1 | -1
O=C1NCCOc2ccccc21 | -2
OC[C@@H]1CN(Cc2cccs2)C[C@H](n2cnc3c(NC4CCCC4)ncnc32)O1 | -2
Cc1ccc(NC(=O)N2CCC(N(C)CCC(C)C)CC2)cc1F | -3
Cc1sc2nc(-c3ccccc3)[nH]c(=O)c2c1-c1ccccc1 | -1
Cc1ccc(S(=O)(=O)N2CCN(C(=O)c3cccn3C)CC2)cc1 | -1
CCN1CCCC1CN(Cc1cc2cc(C)cc(C)c2[nH]c1=O)C(=O)Nc1ccccc1OC (stereo not drawn) | -7
CCn1c(CNC(=O)c2ccccc2F)nnc1SCc1nc2ccccc2c(=O)[nH]1 | 1
CCCCNC(=O)C1C(c2ccc(OC)cc2)=Nc2ccccc2N1C(=O)c1ccncc1 (stereo not drawn) | 1
OC(c1ccc(CN2CCCCC2)cc1)c1ncc(-c2ccccc2)[nH]1 (stereo not drawn) | 11
Cc1cccnc1C(NC(=O)C1CCN(Cc2ccc(Oc3ccccc3)cc2)CC1)c1ccccc1 (stereo not drawn) | 0
CC(C)NC(=O)C1(C)CN(S(C)(=O)=O)CC(=O)N1CCCN1CCOCC1 (stereo not drawn) | -2

# Pulled by compound from the list above:
SMILES | NSD2 HMT inh
OC(c1ccc(CN2CCCCC2)cc1)c1ncc(-c2ccccc2)[nH]1 (stereo not drawn) | 11
CC(C)NC(=O)C1(C)CN(S(C)(=O)=O)CC(=O)N1CCCN1CCOCC1 (stereo not drawn) | -2
